# Source: PubChem (National Center for Advancing Translational Sciences (NCATS))
# MLL CXXC-DNA inh: qHTS Fluorescence Polarization Assay for Inhibitors of MLL CXXC domain - DNA interaction; 0.037% of 290,000 active; Potency, µM (highest dose often 115 µM), for the others: at the top dose activity change, negative = inhibition, hits mostly inhibitors; MLL-CXXC / FITC-HOXA9 DNA fluorescence polarization; Histone-lysine N-methyltransferase 2A (Homo sapiens), Q03164; active = well fitted inhibition curve with a large enough effect in the polarisation, with a control signal flat, not every such curve was filed as active; inconclusive = small, poorly fitted or top-dose-only effect, or effect the other way, or a change in a side signal; inactive = no such curve, though single readings can be large or run the other way; the % refers to the polarisation; note: potency is the fitted concentration of half-maximal effect
#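 Purified MLL-CXXC (added from a 7 uM solution) was preincubated 5 min at ambient with pinned compounds in 50 mM Tris-HCl pH 7.5, 50 mM NaCl, 1 mM DTT, 0.05% BSA. Fluorescein-labeled HOX-A9 DNA (50 nM solution) followed, 30 min, then polarization read.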
# A-T KAP1 phos: qHTS Assay for Identifying a Potential Treatment of Ataxia-Telangiectasia; […] A-T fibroblasts, KAP-1 phosphorylation AlphaLISA; neocarzinostatin DNA damage 30 min before lysis; Potency, µM (series often up to 57.5 µM), for the others: at the highest dose activation, hits mostly activators; 0.19% of 320,000 active; AID 485349, 2010; note: potency is the fitted concentration of half-maximal effect; % of control where 0% means no effect; nearly all actives have a fitted effect of over 45% in size
#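 hTERT-immortalized A-T patient fibroblasts ([…]), 500 cells/well in OPTI-MEM, 1% FBS, got compounds for 60 min, then NCS for 30 min at 37C. Lysates were then assayed for phospho-KAP-1 by AlphaLISA (anti-pKAP1 donor, anti-KAP1 acceptor beads), 6 hr at 25C.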
# TCR activator: Activators of T cell receptors: qHTS campaign | primary human leukocytes, anti-CD3, IL-2 HTRF, 48 h | Potency, µM (top dose mostly 9.22 µM), for inactives: at the top dose activation of IL-2 secretion, usual class: activators | 330,000 tested, under 10 active | AID 504894, 2011; note: % of control where 0% means no effect
#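 HTRF read-out of IL-2 secretion: europium cryptate donor excited at 320nm, d2 acceptor emission at 665nm. Cells were primary human leukocytes incubated 48 hr with compounds and a-CD3 beads, supplying TCR signal only.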
# hERG WT inh: qHTS for Inhibitors of KCHN2 3.1: Wildtype qHTS; AID 720551, 2013; U2OS, BacMam KCNH2, thallium flux FluxOr; stronger effect = lower value; 0.37% of 340,000 active; activity change, % at 1.84 µM;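 active = maximum activity change below -70%; inconclusive = maximum activity change between -70% and -50%; inactive = maximum activity change above -50%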; note: % is set by controls: 0 for no effect and ±100 for the full control effect
#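 U2OS cells were transduced with wild-type KCNH2 virus (2.03 x 10^8 / mL) for 4 h at room temperature, then cultured overnight at 37 C. Thallium flux was read with FluxOr dye. Rate constants were normalized to DMSO controls.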
# FBPA coupling cs: qHTS Assay for Inhibitors of Fructose-1,6-bisphosphate Aldolase from Giardia Lamblia: Coupling assay counterscreen. coupling enzyme system counterscreen, AmpLite Red fluorescence. activity change, negative = inhibition, % at 58.2 µM, hits read low. 0.67% of 290,000 active; in the data active = activity change below about -30%; note: % is set by controls: 0 for no effect and ±100 for the full control effect
#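 Coupling enzymes only (glyceraldehyde-3-phosphate) + compound, at 57.5 uM final, 10 min RT; add substrate/coupling/AmpLite Red mix, 20 min RT; fluorescence ex 525/em 598 nm. Actives flag coupling-system interference.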
# TSHR antagonist: Antagonists of the Thyroid Stimulating Hormone Receptor: HTS campaign; activity change, negative = inhibition, % at 11.5 µM; AID 504810, 2011; TSHR-expressing cells, TSH-stimulated cAMP HTRF, 2 h; stronger effect = lower value; 0.2% of 330,000 active; Thyrotropin receptor (Homo sapiens), P16473;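 active = activity change below a set negative limit, meaning inhibition stronger than a set level, cut at about -70% in these data; inconclusive = activity change between two set negative limits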; note: % is set by controls: 0 for no effect and ±100 for the full control effect
#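 Competitive HTRF cAMP read-out (cryptate anti-cAMP antibody, cAMP-d2; 30 min, room temperature) in freshly harvested TSHR cells. Compounds added before TSH at EC80 (4nM final), followed by 2 hours' incubation at 37 deg C.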
# Chronic BCR inh: qHTS Assay to Find Inhibitors of Chronic Active B-Cell Receptor Signaling; ABC-DLBCL IkBa-CBG/CBR reporter, luminescence ratio, 4 h; Potency, µM (highest dose often 46.1 µM), for the others: at the highest dose ratio change, negative = lower green/red ratio, hits mostly inhibitors; 0.05% of 340,000 active; AID 493014, 2011; active = well fitted inhibition curve with a large enough effect in the signal ratio, with a control signal flat, not every such curve was filed as active; inconclusive = small, poorly fitted or top-dose-only effect, or effect the other way, or a change in a side signal; the % refers to the signal ratio;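 note: potency is the fitted concentration of half-maximal effect; plate controls were basal doxycycline-induced cells for no effect and cells given 10 µM MG132 for full effect; MG132 reads +100%, hits lower the ratio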
#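 Concentration-response series (up to 46 uM) were applied to TMD8 dual-reporter cells for 4 h at 37C with doxycycline. Green/red ratio, after filter-overlap correction, defined %Activity; red signal alone was normalised to basal cells and zero luminescence.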
# Giardia kill: Small Molecules that selectively kill Giardia lamblia: qHTS; Giardia lamblia trophozoite viability; activity change, % at 7.66 µM, hits read low; 0.15% of 340,000 active; AID 540267, 2011; in the data active = activity change below about -80%; inconclusive = between about -30% and that limit;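 note: parasites exposed to compound for two days anaerobically before the ATP read; % is set by controls: 0 for no effect and ±100 for the full control effect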
#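 Giardia lamblia trophozoites (100 cells/well) were incubated with compounds for 48 h at 37 deg C under anaerobic conditions. Viability was read as ATP content by one-step luminescence after 15-30 min at room temperature.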
# GALK inh: qHTS Assay for Inhibitors of Human Galactokinase (GALK) | P51570 | Purified GALK, Kinase-Glo residual ATP luminescence | Potency, µM (highest dose often 57.5 µM), for the others: top-dose activity change, negative = inhibition, actives largely listed as inhibitors | 0.007% of 270,000 active; note: potency is the fitted concentration of half-maximal effect; % is set by controls: 0 for no effect and ±100 for the full control effect
# Target sequence (P51570 whole entry, looked up): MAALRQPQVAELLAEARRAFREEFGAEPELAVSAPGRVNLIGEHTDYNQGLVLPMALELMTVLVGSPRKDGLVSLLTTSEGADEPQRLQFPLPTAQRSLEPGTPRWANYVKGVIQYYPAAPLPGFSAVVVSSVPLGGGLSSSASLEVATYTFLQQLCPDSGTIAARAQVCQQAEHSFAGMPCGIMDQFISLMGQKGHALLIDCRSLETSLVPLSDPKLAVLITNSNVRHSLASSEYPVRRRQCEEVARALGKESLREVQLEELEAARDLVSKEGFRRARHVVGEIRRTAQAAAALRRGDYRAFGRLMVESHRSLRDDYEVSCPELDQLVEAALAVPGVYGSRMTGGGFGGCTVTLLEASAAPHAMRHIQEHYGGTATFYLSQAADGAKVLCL
#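 Compounds were pin-transferred into ATP buffer (35 uM final), then GALK plus galactose (5 nM, 100 uM final) was added. After 1 h at room temperature, Kinase-Glo Plus was added and luminescence read after 10 min.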
# Tb PFK inh: qHTS Assay to Find Inhibitors of T. brucei phosphofructokinase. Potency, µM (series often up to 57.5 µM), without a hit: at the top dose activity, negative = inhibition, hits mostly inhibitors. T. brucei PFK, ADP-Glo luminescence. 0.17% of 330,000 active. ATP-dependent 6-phosphofructokinase (Trypanosoma brucei brucei), O15648. AID 485367, 2010;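 note: potency is the fitted concentration of half-maximal effect; 0% = uninhibited 1x PFK enzyme wells and -100% = no-enzyme wells; nearly all actives have a fitted effect of over 60% in size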
# Target sequence (O15648 whole entry, looked up): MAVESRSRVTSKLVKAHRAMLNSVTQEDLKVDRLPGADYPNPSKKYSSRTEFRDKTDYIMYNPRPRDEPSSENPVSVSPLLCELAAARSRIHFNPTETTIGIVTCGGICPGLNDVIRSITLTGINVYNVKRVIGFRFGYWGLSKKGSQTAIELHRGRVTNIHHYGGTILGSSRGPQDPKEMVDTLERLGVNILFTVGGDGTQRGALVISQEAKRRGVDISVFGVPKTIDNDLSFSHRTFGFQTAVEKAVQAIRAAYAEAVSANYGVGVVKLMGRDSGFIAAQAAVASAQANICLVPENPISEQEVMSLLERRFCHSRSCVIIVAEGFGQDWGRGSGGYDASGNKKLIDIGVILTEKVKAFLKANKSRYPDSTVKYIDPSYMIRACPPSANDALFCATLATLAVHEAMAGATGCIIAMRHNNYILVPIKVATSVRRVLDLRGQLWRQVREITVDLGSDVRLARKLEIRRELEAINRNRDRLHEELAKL
#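 Activity is normalized to no-enzyme wells (full inhibition) and 1.25 nM enzyme wells (no inhibition). Reaction: 0.5 mM F6P, 0.1 mM ATP, 45 min RT, ADP-Glo luminescence; concentration-response curves fitted and classed by quality.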
# Starred values were filed as active, the others as inactive; i = inactive; ? = inconclusive; · = not tested or not shown; [ ] = dose if it differs, or a comment. Unless noted, calls come from the whole dose curve; as a rule, active = well fitted curve in the direction sought with a large enough effect; inconclusive = small, poorly fitted or top-dose-only effect, or another doubt; inactive = no such curve, though single readings can be large; an effect the other way counts as inactive or inconclusive.
SMILES,MLL CXXC-DNA inh,A-T KAP1 phos,TCR activator,hERG WT inh,FBPA coupling cs,TSHR antagonist,Chronic BCR inh,Giardia kill,GALK inh,Tb PFK inh
O=C(O)c1cc(-c2ccc(/C=c3\sc4nc5ccc(Br)cc5n4c3=O)o2)ccc1Cl,?,-5%,·,·,3,-6,0%,·,-8%,0.85µM*
COc1ccc(C(=O)Nc2cc3c4c(c2)CC(=O)N4CCC3)c(OC)c1,·,7%,5%,7,·,-3,-5%,6,·,1%
Cc1cc(NC(=O)CSCC(=O)Nc2ccccc2OC(F)F)no1,·,4%,-5%,6,·,-3,-16%,10,·,0%
C=C(CC[C@@H](O)C(C)(C)O)[C@H]1CC[C@]2(C)[C@@H]1CCC1[C@@]3(C)CCC(=O)C(C)(C)C3CC[C@]12C (some centres not stated),·,7%,2%,-8,·,19,5%,0,·,6%
CCOC(=O)c1sc(NS(=O)(=O)c2ccc(NC(C)=O)cc2)nc1C,-4%,-3%,·,-5,15,2,?,4,-1%,-7%
CCOc1ccc2nc(NCCCNC(=O)c3cc(OC)c(OC)c(OC)c3)c(C#N)cc2c1,6%,13%,-4%,-2,5,-5,?,-1,7%,-2%
CC(CN(C)Cc1ccccc1)OC(=O)c1ccc(F)cc1 (configuration not stated),-2%,13%,1%[46.1 µM],-4,-9,18,1%,-10,1%,-1%
CC(C)NC(=O)Cn1c(SCC(=O)NC2CCCC2)nc2ccccc21,0%,5%,5%,9,0,-4,-5%,0,3%,0%
Cc1ccc(/C=N/n2cnc3sc4c(c3c2=O)CCCC4)o1,-1%,0%,1%,-8,-1,-5,-4%,-7,10%,-3%
CC(C)c1cc(C(=O)N/N=C/c2ccco2)n[nH]1,-5%,2%,-2%[46.1 µM],-3,2,8,?,-18,2%,0%
CCCCOc1ccc(/C=C2/Sc3ccccc3C2=O)cc1,?,-8%,-19%,-10,-1,1,?,-18,1%,-4%
O=C(N/C(=C/c1ccco1)C(=O)N1CCOCC1)c1ccccc1Br,-15%,-2%,6%,0,·,12,0%,2,-2%,14%
Brc1cc2c(cc1/C=N/Nc1nc(N3CCCCC3)nc(N3CCCCC3)n1)OCO2,0%,1%,·,·,-6,-20,?,·,1%,4%
COC(=O)c1ccc(NC(=O)C2CCCN2S(=O)(=O)c2ccc(OC)cc2)cc1 (configuration not stated),3%,·,4%,14,2,7,?,1,0%,-6%
O=C(NCc1cccnc1)c1cccc(S(=O)(=O)Nc2cccc(Cl)c2)c1,·,-4%,4%,-19,·,-15,?,19,·,-7%

# Part of the list above, as labelled records.
> O=C(NCc1cccnc1)c1cccc(S(=O)(=O)Nc2cccc(Cl)c2)c1
  MLL CXXC-DNA inh: ·; A-T KAP1 phos: -4%; TCR activator: 4%; hERG WT inh: -19; FBPA coupling cs: ·; TSHR antagonist: -15; Chronic BCR inh: ?; Giardia kill: 19; GALK inh: ·; Tb PFK inh: -7%

> CC(C)c1cc(C(=O)N/N=C/c2ccco2)n[nH]1
  MLL CXXC-DNA inh: -5%; A-T KAP1 phos: 2%; TCR activator: -2%[46.1 µM]; hERG WT inh: -3; FBPA coupling cs: 2; TSHR antagonist: 8; Chronic BCR inh: ?; Giardia kill: -18; GALK inh: 2%; Tb PFK inh: 0%

# Structures shown so far containing a Cl atom:
SMILES,MLL CXXC-DNA inh,A-T KAP1 phos,TCR activator,hERG WT inh,FBPA coupling cs,TSHR antagonist,Chronic BCR inh,Giardia kill,GALK inh,Tb PFK inh
O=C(O)c1cc(-c2ccc(/C=c3\sc4nc5ccc(Br)cc5n4c3=O)o2)ccc1Cl,?,-5%,·,·,3,-6,0%,·,-8%,0.85µM*
O=C(NCc1cccnc1)c1cccc(S(=O)(=O)Nc2cccc(Cl)c2)c1,·,-4%,4%,-19,·,-15,?,19,·,-7%

# (list continues)
SMILES,MLL CXXC-DNA inh,A-T KAP1 phos,TCR activator,hERG WT inh,FBPA coupling cs,TSHR antagonist,Chronic BCR inh,Giardia kill,GALK inh,Tb PFK inh
CCC(=O)c1ccc(OCC(=O)Nc2cccc(S(=O)(=O)N3CCCCCC3)c2)cc1,·,6%,-1%,4,·,?,-1%,14,·,0%
COC1CCN(C(=O)CC2C(=O)NCCN2CC2CCCCC2)CC1 (configuration not stated),2%,6%,-4%,8,-10,3,1%,-10,0%,-3%
O=C(Nc1cccc(C(=O)N2CCN(c3cccc(Cl)c3)CC2)c1)c1ccccc1,24%,4%,1%,·,-3,27,?,0,0%,?
CCN(CC)CCCN(C(=O)c1ccc(Br)cc1)c1nc(-c2ccc(OC)cc2)cs1,?,-1%,-3%,-135*,-2,-2,-4%,46[activator],2%,0%
COc1ccc(-c2cc(C(F)(F)F)nc(-n3ccnc3)n2)cc1,?,-2%,-4%,-3,3,2,-8%,1,3%,-1%
CCOC(=O)c1nn(-c2ccc(C)cc2)c(=O)cc1OCC(=O)N1CCN(c2ccccc2)CC1,·,2%,10%,13,·,-8,-5%,-6,·,-5%
O=C(NCCCNC(=O)c1cncc(O)c1)c1cncc(O)c1,2%,-1%,-4%,-1,3,18,-5%,-10,2%,-1%
COc1ccccc1-c1csc(-n2ncc(C#N)c2N)n1,47%[activator],5%,·,·,-2,13,1%,·,8%,-8%
COc1ccc(CNC(=O)c2csnn2)cc1,-1%,3%,0%,5,1,-15,-1%,-8,4%,0%
COc1ccccc1N(Cc1ccccc1)S(=O)(=O)c1cccc(C(=O)Nc2ccc(C)cn2)c1,·,0%,0%,17,·,·,17%,1,·,5%
CCC[C@@H]1C[C@@H](C(=O)N[C@H]([C@@H](C)O)[C@H]2O[C@H](SC)[C@H](O)[C@@H](O)C2O)N(C)C1 (some centres not stated),13%,-1%,0%,4,2,-8,4%,10,-1%,-3%
COC(=O)c1cc(NC(=O)C2CC(=O)NC(=NCc3ccc(OC)cc3)S2)cc(C(=O)OC)c1 (configuration not stated),34%[activator],10%,5%,-6,-1,3,1%,-11,3%,2%
COc1ccccc1CCN=C(N)NS(=O)(=O)c1cccs1,3%,11%,4%,0,0,2,0%,9,7%,3%
COc1cccc(C(=O)NCCS(=O)(=O)NCc2ccccn2)c1,·,-2%,-4%,-3,·,9,-2%,10,·,0%
COc1ccccc1NC(=O)C(=O)N1CCCC1,?,5%,-3%,5,2,28,?,16,-3%,-3%
COC(OC)C(C)NC(=O)NC(=O)c1ccccc1Cl (configuration not stated),1%,3%,5%,0,-1,3,?,-6,0%,6%
Cc1ccc2nc(C3CCN(C(=O)c4ccco4)CC3)[nH]c2c1,10%,-6%,·,30,0,4,?,0,0%,8%
CCCCCCCN1CCN=C1N(C)C,·,1%,0%,·,·,2,-21%,0,·,-5%
Cc1nc(NC(=O)COC(=O)c2ccc(CO)cc2)c(Cl)cc1Cl,·,6%,6%,3,·,·,0%,8,·,0%
O=C(C[n+]1ccccc1)N/N=C/c1cc(Br)cc(Br)c1O,-4%,2%,5%,3,2,18,0%,10,4%,3%
CC(=O)NS(=O)(=O)c1ccc(NC(=O)/C=C/c2ccc(C)o2)cc1,-3%,2%,-2%,-2,-6,-12,?,-20,-3%,5%
Cc1ccccc1-c1nnc(SCC(=O)NC2CCCC2)n1C,·,1%,-1%,2,·,3,-20%,20,·,6%
O=C(COC(=O)c1ccccc1NS(=O)(=O)c1ccc(Cl)cc1)NCc1ccccc1,11%,16%,11%[46.1 µM],0,0,-12,?,-15,-1%,-2%
CC(Cc1ccccn1)NC(=O)CCc1nnc(C2CCCCC2)o1 (configuration not stated),-3%,1%,7%,0,0,14,14%,24,1%,0%
CCc1ccc(OCCOCC(O)CN2CCN(Cc3ccc(Cl)cc3)CC2)cc1 (configuration not stated),1%,-9%,-3%[46.1 µM],41,-1,-4,-11%,-1,2%,3%
COc1ccccc1NC(=S)NNC(=O)c1ccncc1,0%,-6%,-1%,i,-1,7,?,2,-2%,-2%
